Assay outcomes: PubChem BioAssay, Broad Institute
U2OS ROS induce: cancer cell ROS induction. hit rate 2% among 46,000. ROS induction (% of piperlongumine), % at 10 µM. U2OS ROS induction, H2DCF-DA fluorescence; in the data active = ROS induction above about 79%, passing the limit was not always enough; inconclusive = no clear call, values can overlap the other calls;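 also: 0% = DMSO vehicle median and 100% = reference compound median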
Starred values were filed as active, the others as inactive; ? = inconclusive.

SMILES	U2OS ROS induce
C=CCNC(=O)[C@H]1[C@@H]2C(=O)O[C@@H](c3ccccc3)[C@@H](c3ccccc3)N2[C@@H](c2ccc(O)cc2)[C@]12C(=O)Nc1ccc(C#CC3(O)CCCCCC3)cc12	3
O=C(Cc1csc(Nc2nc(=S)[nH]c3ccccc23)n1)NCc1cccc(Cl)c1	23
Cc1ccc(NS(=O)(=O)c2ccccc2)c(NS(=O)(=O)c2ccccc2)c1	1
Cc1ccc(S(=O)(=O)Nc2ccc3c(c2)C(=O)N([C@@H](C)CO)C[C@@H](C)[C@@H](CN(C)Cc2ccccc2)O3)cc1	1
COc1ccc(CN(C)C[C@@H]2Oc3ccc(NC(=O)Nc4cccc5ccccc45)cc3CC(=O)N([C@H](C)CO)C[C@H]2C)cc1	8
Cc1noc(C)c1S(=O)(=O)N(C)C[C@H]1OCCCC[C@@H](C)Oc2ccc(NC(=O)CCC(F)(F)F)cc2C(=O)N([C@H](C)CO)C[C@@H]1C	2
C[C@H]1CN([C@@H](C)CO)C(=O)c2cc(NS(C)(=O)=O)ccc2O[C@H]1CN(C)Cc1ccc(C(=O)O)cc1	-6
O=S(=O)(c1ccc(N2CCOCC2)nc1)N(Cc1ccccn1)Cc1ccccn1	-7
CC(C)(C)C(=O)Nc1nnc(SCc2ccc(Cl)cc2Cl)s1	10
Cc1ccc([N+](=O)[O-])cc1NC(=O)C1CCCN(S(=O)(=O)c2ccc(F)cc2)C1 (stereo not drawn)	-1
[N-]=[N+]=NCc1ccccc1C[C@@]1(C(N)=O)N=C(c2ccc(OCCCO)cc2)O[C@@H]1c1ccccc1	-4
C[C@@H]1CN([C@@H](C)CO)C(=O)c2cc(NC(=O)C3CCCCC3)ccc2O[C@H]1CN(C)Cc1ccccc1	-1
C=CCN1C(=O)/C(=C/c2cc(C)n(CCOC)c2C)C(=O)NC1=S	102*
Cc1cc(=O)[nH]c(SCCCOc2ccc([N+](=O)[O-])cc2)n1	18
Cc1cc(C)cc(NC(=S)NC2CCCCC2)c1	-8
C[C@@H]1CN([C@H](C)CO)C(=O)c2cc(NS(C)(=O)=O)ccc2O[C@@H]1CN(C)Cc1ccc(Cl)c(Cl)c1	5
O=C(NO)c1ccc(C(=O)N/N=C/c2cc(Cl)cc(Cl)c2O)cc1	-26
C[C@@H]1CN([C@H](C)CO)C(=O)c2cccc(NC(=O)c3ccncc3)c2O[C@@H]1CN(C)CC1CC1	-5
C[C@H](CO)N1C[C@H](C)[C@H](CN(C)C(=O)Nc2ccc(F)cc2)Oc2ncc(Br)cc2C1=O	-1
O=C(CSc1ncn(-c2ccccc2)n1)Nc1ccccc1Br	-7
COc1cc(O)cc2c1C(=O)OC(C)C2 (stereo not drawn)	17
COc1ccc(NC(=O)N(C)C[C@H]2Oc3ccc(NC(=O)Nc4ccccc4)cc3CC(=O)N([C@@H](C)CO)C[C@H]2C)cc1	-1
O=C(CNS(=O)(=O)c1ccc(Br)cc1)Nc1cccc2ccccc12	-29
C[C@@H]1CN([C@@H](C)CO)C(=O)c2cc(NC(=O)CCCCCC(=O)Nc3ccccc3N)ccc2O[C@H]1CN(C)S(=O)(=O)c1ccc(F)cc1	11
C[C@H]1CN([C@@H](C)CO)C(=O)Cc2cc(N(C)C)ccc2O[C@@H]1CN(C)Cc1ccccc1	-1
CCC(C(=O)NC1CCCC1)n1c2ccccc2c2nc(=O)cc(C)n21 (stereo not drawn)	-3
C[C@@H]1CN([C@H](C)CO)C(=O)c2cccc(NC(=O)C3CCCCC3)c2O[C@@H]1CN(C)Cc1ccc(C(F)(F)F)cc1	-3
O=C(NCC(O)c1ccccc1)Nc1ccccc1 (stereo not drawn)	-8
COC(=O)CCCCCCC(=O)N/N=C/c1c(OC)cc(O)cc1OC	4
CCC(Sc1nc(C)cc(C)n1)C(=O)Nc1ccc(-c2nc3ccc(C)cc3s2)cc1 (stereo not drawn)	-4
CSc1nc2ccc(NC(=O)CCc3ccccc3)cc2s1	-5
COc1ccc(S(=O)(=O)Nc2cc(C)cc(C)c2)cc1	-1
COc1ccc(NC(=O)Nc2ccc3c(c2)C(=O)N([C@H](C)CO)C[C@H](C)[C@H](CN(C)Cc2ccc(Cl)c(Cl)c2)O3)cc1	27
COc1cc(-c2cc(=O)c3c(O)c(OC)c(OC)c(OC)c3o2)cc(OC)c1OC	99*
C[C@@H]1CN([C@H](C)CO)C(=O)Cc2cc(NC(=O)Nc3ccc4c(c3)OCO4)ccc2O[C@H]1CN(C)C(=O)Nc1ccc(C(F)(F)F)cc1	1
COc1ccc(CN(C)C[C@H]2Oc3ccc(NC(=O)Cc4cn(C)c5ccccc45)cc3C(=O)N([C@H](C)CO)C[C@H]2C)cc1	1

An excerpt of these results, comma-delimited.
molecule,U2OS ROS induce
C[C@@H]1CN([C@H](C)CO)C(=O)c2cccc(NC(=O)C3CCCCC3)c2O[C@@H]1CN(C)Cc1ccc(C(F)(F)F)cc1,-3
O=C(NCC(O)c1ccccc1)Nc1ccccc1 (stereo not drawn),-8

The list continues:
SMILES	U2OS ROS induce
COc1ccc(NC(=O)N(C)C[C@H]2Oc3c(NC(=O)NC4CCCCC4)cccc3C(=O)N([C@@H](C)CO)C[C@H]2C)cc1	-2
Cc1cccc(OCC(=O)Nc2ccc(Cl)c(-c3nc4ccccc4o3)c2)c1	12
CCN(CC)S(=O)(=O)c1ccc(OC)c(NC(=O)c2cccnc2)c1	3
COc1cc2c(cc1O)C(Cc1ccc(O)cc1)N(C)CC2 (stereo not drawn)	-4
COC(=O)c1ccc(NC(=O)CN(c2ccc(F)c(Cl)c2)S(C)(=O)=O)cc1	-3
COC(=O)c1ccccc1NC(=O)c1ccc(NC(=O)C(C)Oc2ccccc2)cc1 (stereo not drawn)	16
COc1cc(/C=N/NC(=O)c2ccccn2)cc(OC)c1OC	12
O=C(Nc1ccccc1)c1c[nH]c(=O)n(-c2ccccc2)c1=O	-2
S=C1NCN(Cc2ccccc2)CN1CC1CCCO1 (stereo not drawn)	-13
CC(NC(=O)c1ccccc1)c1nc2ccccc2n1Cc1ccc(Cl)cc1Cl (stereo not drawn)	-11
COC(=O)CSc1nc(C)c2ccc(OC)cc2n1	-8
C[C@H]1CN([C@@H](C)CO)C(=O)c2cc(NC(=O)Cc3cn(C)c4ccccc34)ccc2O[C@H]1CN(C)S(C)(=O)=O	19

Fetched one by one from the list above:
SMILES	U2OS ROS induce
C[C@@H]1CN([C@H](C)CO)C(=O)c2cccc(NC(=O)C3CCCCC3)c2O[C@@H]1CN(C)Cc1ccc(C(F)(F)F)cc1	-3
COC(=O)CSc1nc(C)c2ccc(OC)cc2n1	-8

Following part:
SMILES	U2OS ROS induce
C=CCN(Cc1ccccc1)C(=O)[C@@H]1N(C(C)(C)C)C(=O)[C@H]2[C@H](C(=O)O)[C@@H]3C=C[C@]12O3	8
C[C@H](CO)N1C[C@H](C)[C@H](CN(C)Cc2ccc(Cl)c(Cl)c2)Oc2c(NS(=O)(=O)c3cccs3)cccc2C1=O	11
O=C(CSc1nnc(-c2ccccc2[N+](=O)[O-])o1)c1cccs1	-26
c1ccc(-c2nnc(SCc3nc4ccccc4[nH]3)n2C2CCCCC2)cc1	-19
NCCCCCCNS(=O)(=O)c1cccc2c(Cl)cccc12	-1
COC(=O)c1cc(NC(=O)c2cccc(Cl)c2)cc(C(=O)OC)c1	-7
O=C(CCCN1C(=O)S/C(=C\C=C\c2ccccc2)C1=O)Nc1ccc(C(=O)O)cc1	?
COc1ccc(C)cc1S(=O)(=O)N(CC(=O)O)c1ccc(C)cc1	-5
C[C@@H]1CN([C@@H](C)CO)C(=O)c2cccc(NS(=O)(=O)c3ccccc3)c2O[C@H]1CN(C)S(=O)(=O)c1ccc(Cl)cc1	-8
CNC[C@@H]1Oc2ccc(NS(=O)(=O)c3ccc(OC)cc3)cc2CC(=O)N([C@H](C)CO)C[C@@H]1C	7
C[C@H](CO)N1C[C@H](C)[C@@H](CN(C)S(=O)(=O)c2ccccc2F)OCc2cn(nn2)CCCC1=O	1
CCOC(=O)c1cnc(SCC(=O)Nc2ccc(F)c(F)c2F)nc1N	1
C[C@@H]1CN([C@H](C)CO)C(=O)c2cc(NC(=O)c3ccncc3)ccc2O[C@H]1CN(C)Cc1ccc(Cl)c(Cl)c1	-6
COc1ccccc1CN1CCN(Cc2cccnc2)CC1	-10
C[C@@H]1CCCCO[C@H](CN(C)C(=O)CCC(F)(F)F)[C@@H](C)CN([C@H](C)CO)C(=O)c2cc(NS(=O)(=O)c3cccs3)ccc2O1	-2
C[C@@H]1CN([C@@H](C)CO)C(=O)c2cccc(NC(=O)c3nc4ccccc4s3)c2O[C@@H]1CN(C)S(=O)(=O)c1ccc(Cl)cc1	34
C[C@H](CO)N1C[C@H](C)[C@H](CN(C)C(=O)NC2CCCCC2)Oc2ccc(NS(=O)(=O)c3cn(C)cn3)cc2C1=O	-3
Cc1noc(C)c1NC(=O)N(C)C[C@@H]1Oc2ccc(NC(=O)CCN3CCOCC3)cc2CC(=O)N([C@H](C)CO)C[C@H]1C	21
C[C@H]1CN([C@@H](C)CO)C(=O)c2cccc(NS(=O)(=O)c3ccc(F)cc3)c2O[C@H]1CN(C)Cc1ccncc1	-15
C[C@@H]1CN([C@H](C)CO)C(=O)Cc2cc(NC(=O)Nc3ccc(F)cc3)ccc2O[C@@H]1CN(C)C(=O)Nc1ccc(C(F)(F)F)cc1	45
O=C(N/N=C/c1ccccn1)c1ccccn1	10
CCOC(=O)c1c(-c2ccc(C)cc2)csc1NC(=O)C1COc2ccccc2O1 (stereo not drawn)	-20
C=C1C(=O)O[C@@H]2/C=C(/CO)CC/C=C(/C)C[C@H](OC(=O)C(C)CO)[C@@H]12 (stereo partly drawn)	154*
CCC(C)NC(=O)c1ccc2nc(-c3cccs3)c(-c3cccs3)nc2c1 (stereo not drawn)	54

Some of these compounds in order of length of the SMILES, smallest number first.
SMILES	U2OS ROS induce
C=C1C(=O)O[C@@H]2/C=C(/CO)CC/C=C(/C)C[C@H](OC(=O)C(C)CO)[C@@H]12 (stereo partly drawn)	154*
C[C@H]1CN([C@@H](C)CO)C(=O)c2cccc(NS(=O)(=O)c3ccc(F)cc3)c2O[C@H]1CN(C)Cc1ccncc1	-15
C[C@H](CO)N1C[C@H](C)[C@H](CN(C)C(=O)NC2CCCCC2)Oc2ccc(NS(=O)(=O)c3cn(C)cn3)cc2C1=O	-3
Cc1noc(C)c1NC(=O)N(C)C[C@@H]1Oc2ccc(NC(=O)CCN3CCOCC3)cc2CC(=O)N([C@H](C)CO)C[C@H]1C	21
C[C@@H]1CN([C@H](C)CO)C(=O)Cc2cc(NC(=O)Nc3ccc(F)cc3)ccc2O[C@@H]1CN(C)C(=O)Nc1ccc(C(F)(F)F)cc1	45

(next part)
SMILES	U2OS ROS induce
O=C(CC1(O)C(=O)N(Cc2ccc(Cl)cc2)c2ccc(Cl)cc21)c1ccco1 (stereo not drawn)	42
Cc1noc(C)c1S(=O)(=O)Nc1cccc2c1O[C@H](CN(C)Cc1ccc3c(c1)OCO3)[C@H](C)CN([C@@H](C)CO)C2=O	59
COC(=O)c1ccc(Cl)c(NC(=O)CN2CCN(Cc3ccccc3)CC2)c1	5
Cc1noc(C)c1S(=O)(=O)Nc1ccc2c(c1)CC(=O)N([C@@H](C)CO)C[C@H](C)[C@H](CN(C)S(C)(=O)=O)O2	11
C[C@@H]1CN([C@@H](C)CO)C(=O)c2cccc(NC(=O)c3ccc(-c4nccs4)cc3)c2O[C@H]1CN(C)C(=O)NC1CCCCC1	-2
O=C(O)c1ccc(NS(=O)(=O)c2cc3c4c(cccc4c2)C(=O)NC3=O)cc1	9
O=C(c1ccccc1NS(=O)(=O)c1cccc([N+](=O)[O-])c1)N1CCOCC1	-4
COc1ccc(CN(C)C[C@H]2Oc3ccc(NC(=O)NC(C)C)cc3C(=O)N([C@@H](C)CO)C[C@H]2C)cc1	3
CC(C)NC(=O)Nc1ccc2c(c1)C(=O)N([C@H](C)CO)C[C@@H](C)[C@H](CN(C)S(=O)(=O)c1ccc(F)cc1)O2	-5
O=c1c2ccccc2cnn1Cc1n[nH]c(=S)n1-c1ccc(F)c(Cl)c1	21
C[C@H](CO)N1C[C@H](C)[C@H](CN(C)S(=O)(=O)c2cccs2)Oc2ccc(NC(=O)CCC(F)(F)F)cc2C1=O	1
Cc1nc(CCNC(=O)Cc2ccccc2)cs1	26
C=C(C)C(=O)O[C@H]1CC(=C)C2C[C@H](O)[C@](O)(CO)C2[C@H]2OC(=O)C(=C)[C@H]12 (stereo partly drawn)	186*
CC(C)NC(=O)Nc1cccc2c1O[C@H](CN(C)C(=O)Nc1ccc(C(F)(F)F)cc1)[C@H](C)CN([C@H](C)CO)C2=O	-9
CNC[C@H]1Oc2c(NC(=O)Nc3c(C)noc3C)cccc2C(=O)N([C@@H](C)CO)C[C@@H]1C	-16
Cc1ccc(-n2c(SCC(=O)N3CCOCC3)nnc2-c2ccncc2)cc1	0
C[C@@H]1CN([C@@H](C)CO)C(=O)Cc2cc(NC(=O)C3CCCCC3)ccc2O[C@@H]1CN(C)C(=O)Nc1ccc(F)cc1	-6
Cc1cc(C)c2nc(-c3cccnc3)cc(C(=O)NC(C)c3cnn(C)c3C)c2c1 (stereo not drawn)	-5
O=C(Nc1ccc(S(=O)(=O)N2CCCC2)cc1)c1ccc(COc2ccc3c(c2)CCC3)cc1	87*
C[C@H]1CN([C@@H](C)CO)C(=O)c2cc(NS(C)(=O)=O)ccc2O[C@H]1CN(C)S(=O)(=O)c1cn(C)cn1	-5
O=C(O)c1ccccc1C(=O)c1ccc(-c2ccccc2)cc1	?
COc1ccc(S(=O)(=O)Nc2ccc3c(c2)C(=O)N([C@H](C)CO)C[C@@H](C)[C@@H](CN(C)Cc2ccc(C(=O)O)cc2)O3)cc1	-1
C[C@@H]1CN([C@H](C)CO)C(=O)CCCn2cc(nn2)CO[C@@H]1CN(C)Cc1ccc(-c2ccccc2)cc1	-5
C[C@H](CO)N1C[C@H](C)[C@H](CN(C)Cc2ccc(C(F)(F)F)cc2)Oc2ccc(NC(=O)Nc3ccc(C(F)(F)F)cc3)cc2CC1=O	15
C[C@H]1CN([C@@H](C)CO)C(=O)c2cccc(NS(=O)(=O)c3ccccc3)c2O[C@@H]1CN(C)Cc1ccncc1	-1
COc1ccc(-n2c(SCC(=O)Nc3ccc(C)cc3)nc3sc4c(c3c2=O)CCCC4)cc1	4

Only part of the results is shown, so the mix of outcomes need not match the whole.
